Bioassay records as filed in PubChem.
TRb-SRC2 inh: TRbeta-SRC2 interaction inhibition; 280,000 compounds, 0.065% hits; Potency, µM (top dose mostly 106 µM), inactives show top-dose activity change, negative = inhibition, hits mostly inhibitors; TRbeta-SRC2 peptide binding, fluorescence polarization; receptor liganded with 1 µM T3;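 note: potency is the fitted concentration of half-maximal effect; plate controls were bound peptide for no effect and peptide without receptor for full effect; nearly all actives have a fitted effect of over 50% in size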
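Read-out is fluorescence polarization (555 nm excitation, 632 nm emission) of a Texas Red SRC2 coactivator peptide; loss of signal reflects blocked binding to human TRb ligand-binding domain in the presence of 1 uM T3.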
Epigenetic reg: derepresses silenced GFP reporter in murine cells; Potency, µM (highest dose often 53.9 µM), without a hit: top-dose GFP activation, usual class: activators; murine LDR cells, GFP reporter derepression, 30 h; 280,000 compounds, 0.2% hits; AID 1865; note: potency is the fitted concentration of half-maximal effect; % of control where 0% means no effect; nearly all actives have a fitted effect of over 60% in size
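Murine LDR cells carrying a silenced, genomically integrated CMV-driven GFP reporter were exposed to compound for 30 hours at 37 C. After PBS washes, GFP-positive cells (20–120 um objects) were counted by laser-scanning microplate cytometry.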
TexasRed fluor: counter-screen for TRb-SRC2 inhibitors: fluorescence interference; TRb/SRC2 Texas Red total fluorescence interference; Potency, µM (series often up to 106 µM), for the others: top-dose fluorescence change, negative = quenching; 280,000 compounds, 0.29% hits; active = well fitted curve in either direction with a large enough effect; inconclusive = small, poorly fitted or top-dose-only effect; note: potency is the fitted concentration of half-maximal effect; % is set by controls: 0 for no effect and ±100 for the full control effect
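Human TRβ ligand-binding domain (0.6 uM) and Texas Red SRC2 peptide (20 nM) in Tris buffer with 1 uM T3 and 5% DMSO were incubated with pinned compound for 5 hr at ambient temperature. Total fluorescence was computed as S + 2P (555/632 nm).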
GLA spleen mod: alpha-galactosidase A (human) modulation. 240,000 compounds, 0.008% hits. P06280. human spleen homogenate, 4MU-alpha-Gal fluorescence, 40 min. Potency, µM (series often up to 80 µM), without a hit: at the highest dose activity change, negative = inhibition, actives largely listed as inhibitors;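 note: potency is the fitted concentration of half-maximal effect; 0% = enzyme with vehicle and -100% = no enzyme basal signal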
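Spleen homogenate 1 ug + cpd (titration) + 4-MU-alpha-D-galactopyranoside 1 mM; 37C 40 min; 50 mM citrate/phosphate pH 5.0, 0.01% Tween-20; stop pH 10; fluorescence 365/440; AC50 via Hill.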
Tau fluor counter: counter-screen for tau fibril formation inhibitors; tau K18 P301L Alexa594 fluorescence, heparin fibrillization; Potency, µM (highest dose often 57.7 µM), without a hit: top-dose activity change, negative = decrease; 280,000 compounds, 0.93% hits; note: potency is the fitted concentration of half-maximal effect; % is set by controls: 0 for no effect and ±100 for the full control effect; nearly all actives have a fitted effect of over 55% in size
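Human K18 P301L tau (15 uM unlabeled plus 0.24 uM Alexa 594-labeled, final) in 100 mM sodium acetate pH 7 was mixed with compound and 20 uM heparin and incubated 6 hr at 37 C.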
NPSR antagonist: blocks cAMP signaling of the human neuropeptide S receptor; Q6W5P4; AID 1461; 220,000 compounds, 1% hits; CHO-NPSR cells, cAMP TR-FRET, antagonist mode; Potency, µM (top dose mostly 38.3 µM), for inactives: at the top dose activity change, negative = inhibition, hits mostly inhibitors; note: potency is the fitted concentration of half-maximal effect; % is set by controls: 0 for no effect and ±100 for the full control effect; nearly all actives have a fitted effect of over 50% in size; many of its hits are not listed in these tables
CBFb RUNX1 block: CBF-beta/RUNX1 interaction disruption; Q01196+Q13951; Potency, µM (top dose mostly 59.8 µM), for the others: at the top dose activity, negative = inhibition, most hits filed as inhibitors; 230,000 tested, under 10 active; AlphaScreen CBFb-His/RUNX1-biotin binding, biochemical; AID 1477; note: % of control where 0% means no effect
Target sequence (Q01196 whole entry, looked up): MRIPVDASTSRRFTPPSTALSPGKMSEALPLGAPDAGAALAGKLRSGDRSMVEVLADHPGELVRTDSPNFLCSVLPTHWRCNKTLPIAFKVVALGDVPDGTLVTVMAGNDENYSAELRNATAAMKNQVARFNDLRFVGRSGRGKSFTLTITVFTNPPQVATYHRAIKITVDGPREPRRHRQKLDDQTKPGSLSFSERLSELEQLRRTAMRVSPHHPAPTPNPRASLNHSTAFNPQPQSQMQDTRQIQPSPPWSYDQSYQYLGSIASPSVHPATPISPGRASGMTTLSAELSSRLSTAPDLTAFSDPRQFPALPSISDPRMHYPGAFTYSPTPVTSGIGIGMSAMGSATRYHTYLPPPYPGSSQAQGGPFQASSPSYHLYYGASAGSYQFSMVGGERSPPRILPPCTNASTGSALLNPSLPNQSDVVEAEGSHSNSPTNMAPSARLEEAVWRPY
Target sequence (Q13951 whole entry, looked up): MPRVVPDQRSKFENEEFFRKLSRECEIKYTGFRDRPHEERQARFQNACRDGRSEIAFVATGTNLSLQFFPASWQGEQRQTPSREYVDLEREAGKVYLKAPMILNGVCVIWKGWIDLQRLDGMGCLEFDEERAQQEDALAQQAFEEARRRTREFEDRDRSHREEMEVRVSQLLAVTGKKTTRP
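Proteins preincubated together for 20 min at RT before compound addition; 15 min later, nickel and streptavidin beads were added and left 90 min prior to AlphaScreen measurement.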
Tau fibril FP: tau fibrillization inhibition (FP); P10636; K18 P301L tau heparin fibrillization, Alexa594 FP, 6 h; Potency, µM (doses to about 57.7 µM), inactives show at the highest dose activity, negative = inhibition, actives largely listed as inhibitors; 280,000 compounds, 0.39% hits; note: potency is the fitted concentration of half-maximal effect; % is set by controls: 0 for no effect and ±100 for the full control effect; nearly all actives have a fitted effect of over 55% in size
Target sequence (P10636 561-689 P618L limits assumed): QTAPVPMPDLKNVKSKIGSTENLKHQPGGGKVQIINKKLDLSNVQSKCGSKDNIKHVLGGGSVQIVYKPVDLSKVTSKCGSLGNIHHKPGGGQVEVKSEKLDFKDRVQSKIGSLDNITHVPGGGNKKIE
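Heparin (20 uM) drove fibril formation of recombinant tau K18 P301L, 15 uM unlabeled with 0.24 uM Alexa 594 label, for 6 hr at 37 C in 100 mM sodium acetate pH 7. Fluorescence polarization (555/632 nm) read 1 hr after 30 uM ThT.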
* hit, by the source's call; ? = inconclusive; · = not tested or not shown; [ ] = remark or other dose. Unless noted, calls come from the whole dose curve; as a rule, active = well fitted curve in the direction sought with a large enough effect; inconclusive = small, poorly fitted or top-dose-only effect, or another doubt; inactive = no such curve, though single readings can be large; an effect the other way counts as inactive or inconclusive. An excerpt; the hit share may differ from the screen's.

The opening eight records as a preview:
SMILES	TRb-SRC2 inh	Epigenetic reg	TexasRed fluor	GLA spleen mod	Tau fluor counter	NPSR antagonist	CBFb RUNX1 block	Tau fibril FP
Cc1ccc(S(=O)(=O)Nc2ccc(Br)cc2/C=N/n2cnnc2)cc1	5%	-0.1%	-12%	-10%	-5%	-26%[46.1 µM]	-2%	-1%
O=C(COC(=O)c1ccc(NS(=O)(=O)c2cccs2)cc1O)NC1CCCCC1	2%	0.1%	-1%	-4%	-19%	-47%	-2%	-3%
COCCNC(=O)CN1c2ccccc2CC1C (stereo not given)	-17%	5.0%	0%	3%	-13%	-4%[46.1 µM]	9%	0%
CC(C)C(NC(=O)C1CCCCC1)C(=O)Nc1ccncc1 (stereo not given)	-3%	3.7%	3%	0%	-9%	-2%[46.1 µM]	3%	-9%
CC1CCC(NC(=O)c2ccc3c(c2)N(Cc2ccccc2F)C(=O)c2ccccc2S3=O)CC1 (stereo not given)	-6%	-1.1%	1%	·	-23%	·	·	?
COc1ccc(C2/C=C\CN(C(=O)CC(C)(C)C)C(C)C(=O)N2Cc2ccc(F)cc2)cc1 (stereo not given)	12%	·	0%	4%	·	·	6%	·
COc1cc(N/C=C(\C(C)=O)c2ccccc2)cc(OC)c1	-4%	3.3%	-8%	2%	-23%	22%[46.1 µM]	5%	-1%
Cc1ccc(-c2cc(C(=O)NCc3ccccc3Cl)c3ccccc3n2)cc1C	2%	4.8%	-2%	·	-6%	·	·	-4%

Results, from the start:
SMILES	TRb-SRC2 inh	Epigenetic reg	TexasRed fluor	GLA spleen mod	Tau fluor counter	NPSR antagonist	CBFb RUNX1 block	Tau fibril FP
Cc1ccc(S(=O)(=O)Nc2ccc(Br)cc2/C=N/n2cnnc2)cc1	5%	-0.1%	-12%	-10%	-5%	-26%[46.1 µM]	-2%	-1%
O=C(COC(=O)c1ccc(NS(=O)(=O)c2cccs2)cc1O)NC1CCCCC1	2%	0.1%	-1%	-4%	-19%	-47%	-2%	-3%
COCCNC(=O)CN1c2ccccc2CC1C (stereo not given)	-17%	5.0%	0%	3%	-13%	-4%[46.1 µM]	9%	0%
CC(C)C(NC(=O)C1CCCCC1)C(=O)Nc1ccncc1 (stereo not given)	-3%	3.7%	3%	0%	-9%	-2%[46.1 µM]	3%	-9%
CC1CCC(NC(=O)c2ccc3c(c2)N(Cc2ccccc2F)C(=O)c2ccccc2S3=O)CC1 (stereo not given)	-6%	-1.1%	1%	·	-23%	·	·	?
COc1ccc(C2/C=C\CN(C(=O)CC(C)(C)C)C(C)C(=O)N2Cc2ccc(F)cc2)cc1 (stereo not given)	12%	·	0%	4%	·	·	6%	·
COc1cc(N/C=C(\C(C)=O)c2ccccc2)cc(OC)c1	-4%	3.3%	-8%	2%	-23%	22%[46.1 µM]	5%	-1%
Cc1ccc(-c2cc(C(=O)NCc3ccccc3Cl)c3ccccc3n2)cc1C	2%	4.8%	-2%	·	-6%	·	·	-4%
CC(=O)Nc1ccc(OS(=O)(=O)c2ccc(C)cc2C)cc1	-1%	0.0%	-1%	-1%	-20%	-2%	2%	-9%
COc1ccc([N+](=O)[O-])cc1NC(=O)c1ccccc1SC	5%	-0.4%	-2%	-5%	-10%	-25%	9%	-2%
COc1ccc(OC)c(-c2noc(CSc3nnc(Cc4ccccc4)n3-c3cccc(C)c3)n2)c1	5%	-1.9%	4%	·	-13%	·	·	13%
CC1(C)CCCN(Cc2c(O)ccc3c(=O)c(-c4nc5ccccc5s4)c(N)oc23)C1	3%	0.8%	-2%	9%	?	-47%	5%	-3%
CC1=CC(C)(C)N(C(=O)c2ccccc2)c2ccc(C)cc21	-13%	-1.4%	0%	-4%	0%	?	1%	0%
CCOC(=O)c1cc(C)n(S(=O)(=O)c2ccc(C)cc2)c1C	2%	3.1%	-1%	13%	-9%	-19%[46.1 µM]	27%	-5%
O=[N+]([O-])c1cc(S(=O)(=O)N2CCCCCC2)ccc1F	-4%	0.0%	1%	-3%	?	?	7%	-7%
CCc1ccc(Nc2n[n+](C)c(-c3ccc(C(=O)O)cc3)s2)cc1	-1%	5.6%	-1%	-3%	10%	-35%	7%	-4%
Cc1ccc(COc2ccc3oc(-c4ccccc4)c(C(=O)O)c3c2)cc1	0%	-1.6%	-6%	·	-24%	·	·	-2%
O=C(C/C=N/OCc1ccc(Cl)cc1Cl)c1ccc(Cl)cc1	-9%	-1.1%	2%	1%	-11%	-15%[46.1 µM]	-1%	0%
COc1ccc(C(=O)N2CCC(C(=O)Nc3ccc4c(c3)OCO4)CC2)cc1	16%	-0.9%	-3%	0%	-4%	24%	-8%	3%
COc1ccccc1C(=O)N/C(=C\c1ccccc1)C(=O)NC(C)C(=O)O (stereo not given)	1%	1.1%	3%	-6%	25%[2.34 µM]	-13%	1%	7%[2.34 µM]
CCN(CC)c1ccc(/C=C2/C(=O)c3ccc(C(=O)O)cc3C2=O)cc1	29%	1.5%	?	6%	-11%	-51%	?	?
N/C(Cc1ccc([N+](=O)[O-])cc1)=N\OC(=O)C1CCCCC1	-5%	2.3%	-8%	-10%	25%[2.34 µM]	15%	5%	4%[2.34 µM]
COc1ccc(NC(=O)C(c2ccc(C)cc2)N(C)C(=O)c2ccc(=O)[nH]c2)cc1 (stereo not given)	1%	-1.8%	-2%	11%	5%	5%	0%	-2%
NC1=NS(=O)(=O)NC1c1ccc(Cl)cc1 (stereo not given)	2%	0.0%	-1%	0%	-5%	-11%[46.1 µM]	6%	-1%
O=C(Cn1cncn1)NCc1cccc(C(F)(F)F)c1	2%	-3.3%	-1%	-2%	0%	19%	7%	2%
CCCC(=O)N1CCN(c2ccc(NC(=O)c3ccc([N+](=O)[O-])o3)cc2)CC1	-1%	?	-4%	-4%	-17%	7.9µM*	-17%	-1%
COC(=O)CNc1cccc(C(F)(F)F)c1	3%	-1.4%	2%	3%	-10%	-2%	4%	1%
COc1ccccc1N/C(N)=N/c1nc(C(F)(F)F)cc(=O)[nH]1	4%	?	-1%	5%	-8%	6%	-1%	?
Cc1nc2ncnn2c(N2CCC(C(=O)NC3CCCC3)CC2)c1Cc1ccccc1	-3%	0.0%	-8%	3%	9%	-9%[46.1 µM]	7%	-2%
OCCN1CCN(c2ncnc3ccc(Br)cc23)CC1	1%	0.0%	-1%	0%	-5%	-9%[46.1 µM]	1%	-3%
COc1ccc(N2CCN(C(=O)c3c(C)nn(-c4ccccc4)c3C)CC2)cc1	4%	0.1%	-3%	-3%	5%	17%	11%	5%
CCOc1ccc(N(C(C)C(=O)Nc2cccnc2)S(C)(=O)=O)cc1 (stereo not given)	3%[53 µM]	1.0%	0%[53 µM]	1%	2%	-8%	0%	1%
Cc1ccc(CC2C(=O)N(c3ncccn3)C(=O)C2C)cc1 (stereo not given)	2%	-1.0%	-2%	0%	-12%	-5%[46.1 µM]	-1%	11%
CC(C)=CC(=O)Nc1nnc(C(C)C)s1	-11%	-1.4%	-2%	0%	1%	-3%[46.1 µM]	2%	3%
C/C(=N\NC(=S)NC(C)C)c1ccco1	-10%	-0.4%	-5%	-9%	5%	-37%	0%	-6%
CCN(CC)CC(=O)Nc1scc2c1c(=O)oc1ccccc12	5%	-3.0%	-2%	-9%	-13%	5%	5%	-9%
CCc1nnc(NC(=O)CSc2nc3c(C)cccc3[nH]2)s1	-1%	1.1%	2%	3%	-18%	42%	-7%	-10%
COc1ccccc1-c1cc2nc(C)c(CCC(=O)NCCc3cccc(C)c3)c(C)n2n1	-4%	2.2%	-4%	·	-14%	·	·	-9%
CCOc1ccc2nc(N3CCC(C(=O)N4CCN(c5ccccn5)CC4)CC3)sc2c1	0%	-0.8%	-1%	0%	-26%	-19%[46.1 µM]	10%	2%
Cn1c(=O)c2cc(S(=O)(=O)Nc3cccc(F)c3)ccc2n(C)c1=O	3%	-0.2%	1%	-1%	-8%	-8%[46.1 µM]	0%	1%
CC1Cc2c(COc3ccccc3)nc3c(c2CO1)CN(CCOc1ccccc1)CC3 (stereo not given)	1%[11.2 µM]	0.8%[10.1 µM]	-3%[11.2 µM]	-3%[17.5 µM]	-21%[11.6 µM]	·	2%[13.1 µM]	2%[11.6 µM]
O=C1CCC/C1=C/Nc1ccc(Cl)cc1	4%	-0.3%	-2%	-2%	-12%	15%	-3%	10%
O=C(O)/C=C\C(=O)Nc1ccccc1F	-7%	2.0%	-2%	1%	-9%	15%	-4%	0%
Cc1ccc(NC(=S)N2CCN(CCN3C(=O)c4cccc5cccc(c45)C3=O)CC2)cc1	-6%	-0.3%	-1%	-8%	-6%	-15%[46.1 µM]	0%	2%
CCNC(=O)C1CCN(Cc2cc3ccccc3n2Cc2ccc(C)cc2)CC1	5%	0.0%	-26%	·	-10%	·	·	-1%
Cc1onc(-c2c(F)cccc2Cl)c1C(=O)N=C(N)N1CC(C)OC(C)C1 (stereo not given)	0%	0.1%	-4%	1%	-10%	23%	7%	-1%
COc1ccccc1NC(=S)NC1CCCCCC1	3%	-0.9%	-5%	2%	-6%	-19%[46.1 µM]	-3%	0%
CC1=CC2=NC(=O)/C(=C/c3cccn3Cc3ccccc3)C(=N)N2O1	0%	2.6%	0%	2%	-30%	?	-10%	-10%
Cc1cc2nc(-c3ccc(SCC(=O)N4CCN(C(=O)c5ccco5)CC4)nc3)[nH]c2cc1C	-11%	-12%	8%	8%	-21%	?	-10%	10%
CCOc1ccc(NC(=O)CSc2ccc3ccccc3n2)cc1	2%	0.4%	-3%	·	-9%	·	·	-13%
